# Screening data as filed in PubChem.
# DENV2 CPE rescue = inhibitors of DENV2 cytopathic effect, primary screen, cell-based, plate reader, single concentration; DENV2-infected cells, cytopathic effect rescue; CPE inhibition, % at 9.99 µM; 350,000 compounds, 1.7% hits; AID 651640, 2012; in the data active means CPE inhibition above about 20%, passing the limit was not always enough; inconclusive means no clear call, values can overlap the other calls; tested in BHK-21 cells;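 further: 0% = median of neutral control wells and 100% = median of positive control wells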
# F508del corr = F508del CFTR correction, initial screen, CFBE line, single point | 350,000 compounds, 0.36% hits | CFBE cells, YFP halide quenching; stimulated with forskolin plus potentiator P3; % fluorescence drop versus neutral controls | AID 720511, 2013 | activity (quench increase), % at 7.58 µM;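 active means mean added fluorescence quench of at least 8% versus neutral control, with both replicates also reaching 8%; inconclusive means only one of the mean or replicate conditions met; inactive means mean below 8% and not both replicates reaching 8%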;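 further: cells transiently co-express mutant CFTR-F508del with the halide-sensitive YFP; corrector assay measuring rescue of mutant channel to the surface after 24 h compound exposure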
# RAD52 anneal inh = RAD52 DNA annealing inhibitors, primary screen, biochemical, FRET, single point, set 2. DNA repair protein RAD52 homolog (Homo sapiens), P43351. recombinant RAD52 DNA annealing, FRET fluorescence. inhibition, % at 18.7 µM. 360,000 compounds, 0.46% hits. AID 651710, 2012;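 active means every replicate showing at least 50% inhibition; inconclusive means mean inhibition at least 50% but not in every replicate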
# Target sequence (P43351 whole entry, looked up): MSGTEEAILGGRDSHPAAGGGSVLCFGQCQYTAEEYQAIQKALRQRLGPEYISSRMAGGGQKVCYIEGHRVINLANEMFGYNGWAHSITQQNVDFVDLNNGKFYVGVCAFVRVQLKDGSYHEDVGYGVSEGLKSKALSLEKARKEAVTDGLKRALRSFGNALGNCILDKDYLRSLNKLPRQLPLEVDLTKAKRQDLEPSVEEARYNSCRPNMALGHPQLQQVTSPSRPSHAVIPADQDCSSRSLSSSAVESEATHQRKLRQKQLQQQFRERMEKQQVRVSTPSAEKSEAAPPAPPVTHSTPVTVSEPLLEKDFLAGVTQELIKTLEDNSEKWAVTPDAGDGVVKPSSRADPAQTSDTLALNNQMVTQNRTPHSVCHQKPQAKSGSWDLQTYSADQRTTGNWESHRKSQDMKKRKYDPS
# RAD54 branch = inhibitors of human RAD54 branch migration, primary screen, biochemical, fluorescence, single point; RAD54 Holliday junction branch migration, FAM/BHQ fluorescence; 360,000 compounds, 0.14% hits; AID 602329, 2012; DNA repair and recombination protein RAD54-like (Homo sapiens), Q92698; inhibition, % at 10.4 µM;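 active means mean normalized replicate activity at least 40 and at least half of replicates scoring 40 or more; inconclusive means only one of the two criteria met; inactive means mean below 40 and under half of replicates reaching 40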;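 further: 0% = median of neutral control wells and 100% = median of positive control wells; inhibitors cause a drop in the FAM fluorescence signal; in these data hits start at about 50%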
# Xi reactivation = activators of inactive X chromosome reactivation, primary screen, imaging, XiGFP fibroblasts, GFP high-content imaging, set 2; XiGFP mouse fibroblasts, % GFP-positive cells imaging, 3 d; cells co-treated with 5-aza-dC sensitizer; scaled so ellipticine positive control = 100%; activation, % at 7.58 µM; 360,000 compounds, 0.055% hits; AID 743238, 2013;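 active means mean normalized replicate activation at least 10% and every replicate at or above 10%; inconclusive means only one of the two criteria met; inactive means mean below 10% and not all replicates reach 10%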;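 further: 0% = median of on-plate neutral control wells and 100% = ellipticine 6 µM median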
#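 Schedule: 3 d treatment, 15 min room-temperature fixation; system: 68-5-11 XiGFP fibroblast line; buffer or medium: DMEM plus 5-aza-dC sensitizer; control set: ellipticine 6 µM positive control; compound: one concentration, pinned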
# CASP6 VEID inh = human caspase-6 inhibitors, primary screen, biochemical, VEID-R110 fluorescence, single point, set 2; inhibition, % at 12.5 µM; purified caspase-6, Z-VEID-R110 cleavage fluorescence; 350,000 compounds, 0.53% hits; P55212;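 active means mean inhibition across replicates at least about 35%, with every replicate also reaching that limit, limit read from the data; inconclusive means only one of the two criteria met; inactive means neither criterion met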;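 further: 0% = median of neutral control wells and 100% = no fluorescence left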
# E-sel inducer = E-selectin induction in HUVECs, primary screen, imaging, HUVEC, immunofluorescence imaging, single point; P16581; normalized: neutral wells 0, TNF-alpha wells 100; activation, % at 7.58 µM; 260,000 compounds, 0.37% hits; AID 686992, 2013;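 active means mean E-selectin-positive cell signal at least 10% of the positive control, reached in at least 60% of replicates, without over 20% cell loss; inconclusive means no rule given, readout overlaps actives, possibly toxicity-flagged; inactive means the rest, including those meeting only one limit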;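 further: in these data hits start at about 27%; measured in HUVEC primary endothelial cells; signal is the percent of cells scored E-selectin positive by PE staining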
# Target sequence (P16581 whole entry, looked up): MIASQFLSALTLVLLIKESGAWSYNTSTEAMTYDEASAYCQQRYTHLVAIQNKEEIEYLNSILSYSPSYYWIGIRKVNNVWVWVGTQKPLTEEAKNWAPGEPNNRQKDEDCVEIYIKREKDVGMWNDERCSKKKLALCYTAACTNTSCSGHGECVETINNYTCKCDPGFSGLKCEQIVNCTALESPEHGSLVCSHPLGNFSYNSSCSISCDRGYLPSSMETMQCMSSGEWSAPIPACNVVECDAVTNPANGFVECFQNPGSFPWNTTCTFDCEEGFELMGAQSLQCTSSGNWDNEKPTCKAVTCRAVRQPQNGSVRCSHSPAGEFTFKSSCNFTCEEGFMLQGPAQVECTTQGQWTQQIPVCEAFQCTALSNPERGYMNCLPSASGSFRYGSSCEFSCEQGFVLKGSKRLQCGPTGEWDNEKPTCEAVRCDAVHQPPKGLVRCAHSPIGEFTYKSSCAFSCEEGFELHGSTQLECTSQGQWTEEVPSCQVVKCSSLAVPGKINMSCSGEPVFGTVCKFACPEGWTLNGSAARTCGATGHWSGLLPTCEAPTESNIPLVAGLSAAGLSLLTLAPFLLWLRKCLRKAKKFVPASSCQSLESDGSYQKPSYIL
#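 Read-out basis: % PE-positive cells; Test system: HUVEC primary endothelial cells; Technique: immunofluorescence imaging; Dosing: single-point compound dose.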
# GSIS activator = GLuc luminescence reporter in INS-1E cells, primary screen for activators of glucose-dependent secretion of insulin; 370,000 compounds, 0.61% hits; INS-1E GLuc reporter insulin secretion, 2-3 h; activation, % at 16.6 µM;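 active means lowest replicate activation of at least 40%, so every replicate reaches that level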;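 further: 0% = median of neutral control wells and 100% = median of IBMX positive control wells; some compounds called inactive have numbers as strong as hits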
# An asterisk follows results filed as active; ? = inconclusive; . = no result given; & = joins results of further samples.
SMILES,DENV2 CPE rescue,F508del corr,RAD52 anneal inh,RAD54 branch,Xi reactivation,CASP6 VEID inh,E-sel inducer,GSIS activator
COc1ccc(-c2cnc3c(c2)C(=O)N([C@H](C)CO)C[C@H](C)[C@H](CN(C)Cc2ccccn2)O3)cc1,5,0.3,3,3,-0.9,3,0.0,16
C[C@H]1CN([C@@H](C)CO)S(=O)(=O)c2ccc(Br)cc2O[C@@H]1CN(C)C(=O)CN(C)C,-1,0.3,-8,8,0.5,-1,-1.0,5
C[C@H](CO)N1C[C@H](C)[C@H](CN(C)S(=O)(=O)c2ccccc2)Oc2ccc(NC(=O)c3ccncc3)cc2C1=O,7,0.5,-1,3,-0.1,2,-14,-9
C[C@H](CO)N1C[C@H](C)[C@H](CN(C)C)Oc2c(NC(=O)C3CCOCC3)cccc2C1=O,?,0.5,-6,6,-0.1,1,-0.1,16
Cc1ccc(F)cc1NC(=O)CN1CCN(c2ccccn2)CC1,-8,4.6,14,.,0.2,-3,0.1,-6
O=C(NC1CCN(C(=O)Nc2cccc(Cl)c2)CC1)c1ccco1,1,0.4,-9,-12,0.0,-1,.,-4
CCOc1ccc2nc(COC(=O)c3cccs3)c(C(=O)c3ccccc3)[n+]([O-])c2c1,0,.,-14,.,0.0,0,-0.7,3
Cc1cccc(NS(=O)(=O)c2ccc3c(c2)CCC(=O)N3)c1,-1,-0.5&0.6,-28&-10,4&2,0.1&0.3,-1&4,4.5,15&9
Cc1noc(C)c1NC(=O)Nc1ccc2c(c1)C(=O)N([C@H](C)CO)C[C@H](C)[C@@H](CN(C)Cc1ccc(C(=O)O)cc1)OCCCC[C@H](C)O2,11,-0.3,.,5,0.1,.,0.0,12
CC(C)NC(=O)Nc1ccc2c(c1)C(=O)N([C@@H](C)CO)C[C@H](C)[C@H](CN(C)Cc1ccc3c(c1)OCO3)OCCCC[C@@H](C)O2,2,-2.2,.,7,0.0,.,.,-7
CC1CCN(c2c(NCC3CCC(C(=O)NCCC4=CCCCC4)CC3)c(=O)c2=O)CC1 (stereo not given),-4,-0.2,-8,.,0.1,1,3.5,5
COc1ccc(C(=O)C2CCCN(C(=O)COc3ccc(C(C)=O)cc3)C2)cc1F (stereo not given),-4,-1.1,-7,.,0.1,-3,.,-12
CO[C@H]1CC[C@@H]2CCOc3c(C#N)cccc3C(=O)N(C)C[C@H](c3ccccc3)CC(=O)N(C)C[C@H]1O2,-1,1.7,2,-10,0.2,1,0.0,3
Clc1ccc2nc(-c3ccccc3)cn2c1,-2,-1.6,-32,-1,0.1,-3,0.4,10
COc1ccc(NC(=O)CS(=O)(=O)c2cn(CC(=O)N3CCCC3)c3ccccc23)c(OC)c1,-4,-0.3,-3,-17,0.1,-1,0.0,-7
Cc1ccc(NC(=S)N(CCN(C)C)Cc2cccs2)cc1C,5,-2.1,-15,.,0.9,0,2.1,-6
CCCN(Cc1nnc(-c2cccs2)o1)C(=O)CN1C(=O)NC2(CCCCC2)C1=O,1,2.8,-3,.,0.1,2,0.0,7
CN1C(=O)c2cc(NC(=O)c3cccs3)ccc2OC[C@@H]2O[C@@H](CC(=O)N3CCCCC3)CC[C@H]21,5,0.4,1,0,0.1,1,0.0,-3
CC/S(C)=N/S(=O)(=O)c1ccc(C)cc1 (stereo not given),6,-0.7,-14,2,0.0,1,.,14
COc1cc(S(=O)(=O)N2CCN(Cc3ccc4c(c3)OCO4)CC2)c(C)cc1C,14,-3.2,-4,-9,0.1,21,-0.1,8
O=C(Nc1cccc(S(=O)(=O)C(F)F)c1)c1ccc(S(=O)(=O)N2CCCCC2)cc1,2,-4.0,-14,-5,0.0,-1,.,-32
CC1(C)SC(=S)N(NC(=O)Nc2cccc3ccccc23)C1N(O)C(=O)Nc1ccccc1 (stereo not given),.,.,3,.,0.1,3,.,-20
O=C(NNC(=S)NC(=O)c1ccccc1[N+](=O)[O-])c1ccccc1[N+](=O)[O-],.,-1.3,-16,0,.,7,.,-4
O=C(CN1C(=O)COc2ccccc21)N1CCCC1,4,1.8,4,-1,0.1,-3,-0.1,.
O=C(N/N=C/c1cc(Br)ccc1O)c1ccncc1,-1,5.4,-7,-10,0.7,6,.,1
CCn1cc(-c2cc(C(=O)O)c3ccccc3n2)cn1,-5,2.0,4,.,0.4,1,.,2
CCN(CCCNC(=O)CCn1c(=S)[nH]c2cc3c(cc2c1=O)OCO3)c1cccc(C)c1,1,1.6,-9,4,0.0,1,.,-5
O=C(Nc1ccn(CCOC(=O)c2ccccc2)c(=O)n1)c1ccccc1,-8,-3.5,5,.,0.2,-1,-0.1,14
CCCC(=O)Nc1nc2c(C)c(Cl)ccc2s1,-9,0.7,-23,.,-0.1,-1,6.2,8
C[C@@H]1CN([C@H](C)CO)S(=O)(=O)c2ccc(-c3ccc(F)cc3)cc2O[C@@H]1CN(C)C,9,-0.1,-5,-1,-0.7,-1,-0.1,8
COc1ccccc1NC(=O)CSc1nnc(C2CCCCC2)n1N,?,-1.7,5,1,0.1,-5,.,-4
CCC(CC)NC(=O)Nc1ccc(F)c(Cl)c1,-4,.,-3,.,0.0,-5,27*,-9
Cc1ccc(CNC(=O)C2CCC(CNc3c(N4CCC(C)CC4)c(=O)c3=O)CC2)cc1 (stereo not given),6,-0.9,-7,-7,-0.1,0,.,-2
Cn1ccnc1-c1ccc(-c2nccn2C)cc1,-1,-8.6,-4,5,0.1,-2,.,9
O=C(N[C@H]1CC[C@@H](CCNS(=O)(=O)c2ccc(F)cc2)O[C@@H]1CO)c1cccnc1,-4,1.8,-3,6,0.2,-2,1.3,9
Cc1[nH]c2ccccc2c1SCC(=O)N1CCC(C)CC1,-3,2.2,-1,.,0.2,-3,-0.1,-13
O=C(C[C@@H]1CC[C@H]2[C@@H](COC[C@H](O)CN2C(=O)Nc2ccc(Cl)cc2)O1)NC1Cc2ccccc2C1,?,2.5,.,0,0.4,.,-0.1,-17
C/C(CCc1ccco1)=N\NC(=O)CNc1c(Br)cc(Br)cc1Br,-1,-1.3,-10,.,0.0,-3,0.5,5
C[C@@H]1CN([C@H](C)CO)C(=O)c2cc(NC(=O)Nc3ccc(F)cc3)ccc2O[C@@H](C)CCCCO[C@@H]1CN(C)Cc1ccc(Cl)c(Cl)c1,1,-2.0,-13,-8,-0.1,1,0.2,-2
C[n+]1ccccc1/C=C/c1ccc([N+](=O)[O-])cc1,-10,0.9,-1,-5,0.2,-36,.,6
O=C(CCCN1C(=O)NC2(CCCC2)C1=O)N1CCN(S(=O)(=O)c2ccccc2)CC1,-2,0.9,-5,4,-0.1,1,0.8,.
CCCCn1c(N)c(N(CCOC)C(=O)c2cc3ccccc3cc2OC)c(=O)[nH]c1=O,-6,1.2,-11,5,0.1,4,2.3,6
Cc1ccccc1OCc1nnc2n1CC(C)S2 (stereo not given),9,1.2,5,7,-0.1,-3,-0.2,3
Nc1ccn(C2OC(CO)C(O)C2O)c(=O)n1 (stereo not given),-5,9.7*,-48,-3,.,1,.,.
CCc1ccc(CNCc2ccc(OCC(O)CN(C)Cc3ccccc3)cc2)nc1 (stereo not given),4,-2.5,-12,-16,0.0,-22,.,-18
COc1ccccc1-c1ccc2c(c1)[C@@H]1[C@@H](CCN1C(=O)C1CC1)[C@@H](CO)N2,-1,-3.8,14,6,.,0,.,.
O=C(C[C@@H]1C=C[C@@H](NC(=O)C2CCOCC2)[C@@H](CO)O1)NCC1CCCCC1,-1,-0.5,-1,0,0.0,0,0.2,-1
O=C(c1cc(COc2c(F)cccc2F)on1)N1CCC(c2ccncc2)CC1,-3,1.1,-28,-1,-0.1,0,-2.1,-34
C=CCN1C(=O)/C(=c2\sc3nc(=O)c(Cc4ccc(OC)c(OC)c4)nn3c2=O)c2ccccc21,-5,0.0,-13,-6,0.0,11,0.0,36
COCCNC(=O)C[C@@H]1CC[C@H]2[C@@H](COc3ccc(NS(=O)(=O)c4ccc(Cl)cc4)cc3C(=O)N2C)O1,4,3.6,2,-6,0.3,-1,0.0,5
Cc1ccn2c(=O)nc(SCC(=O)NCc3ccccc3)nc2c1,6,2.0,-10,7,0.1,2,-0.1,4
Cc1ccc(NC(=O)c2cccc(NC3=NC4CS(=O)(=O)CC4S3)c2)cc1C (stereo not given),-2,0.5,-11,-1,0.0,0,-0.6,-4

# Taken from above, 13 compounds:
SMILES,DENV2 CPE rescue,F508del corr,RAD52 anneal inh,RAD54 branch,Xi reactivation,CASP6 VEID inh,E-sel inducer,GSIS activator
O=C(NC1CCN(C(=O)Nc2cccc(Cl)c2)CC1)c1ccco1,1,0.4,-9,-12,0.0,-1,.,-4
CCOc1ccc2nc(COC(=O)c3cccs3)c(C(=O)c3ccccc3)[n+]([O-])c2c1,0,.,-14,.,0.0,0,-0.7,3
Cc1cccc(NS(=O)(=O)c2ccc3c(c2)CCC(=O)N3)c1,-1,-0.5&0.6,-28&-10,4&2,0.1&0.3,-1&4,4.5,15&9
Cc1noc(C)c1NC(=O)Nc1ccc2c(c1)C(=O)N([C@H](C)CO)C[C@H](C)[C@@H](CN(C)Cc1ccc(C(=O)O)cc1)OCCCC[C@H](C)O2,11,-0.3,.,5,0.1,.,0.0,12
CC(C)NC(=O)Nc1ccc2c(c1)C(=O)N([C@@H](C)CO)C[C@H](C)[C@H](CN(C)Cc1ccc3c(c1)OCO3)OCCCC[C@@H](C)O2,2,-2.2,.,7,0.0,.,.,-7
CC1CCN(c2c(NCC3CCC(C(=O)NCCC4=CCCCC4)CC3)c(=O)c2=O)CC1 (stereo not given),-4,-0.2,-8,.,0.1,1,3.5,5
COc1ccc(C(=O)C2CCCN(C(=O)COc3ccc(C(C)=O)cc3)C2)cc1F (stereo not given),-4,-1.1,-7,.,0.1,-3,.,-12
CO[C@H]1CC[C@@H]2CCOc3c(C#N)cccc3C(=O)N(C)C[C@H](c3ccccc3)CC(=O)N(C)C[C@H]1O2,-1,1.7,2,-10,0.2,1,0.0,3
Clc1ccc2nc(-c3ccccc3)cn2c1,-2,-1.6,-32,-1,0.1,-3,0.4,10
COc1ccc(NC(=O)CS(=O)(=O)c2cn(CC(=O)N3CCCC3)c3ccccc23)c(OC)c1,-4,-0.3,-3,-17,0.1,-1,0.0,-7
Cc1ccc(NC(=S)N(CCN(C)C)Cc2cccs2)cc1C,5,-2.1,-15,.,0.9,0,2.1,-6
CCCN(Cc1nnc(-c2cccs2)o1)C(=O)CN1C(=O)NC2(CCCCC2)C1=O,1,2.8,-3,.,0.1,2,0.0,7
CN1C(=O)c2cc(NC(=O)c3cccs3)ccc2OC[C@@H]2O[C@@H](CC(=O)N3CCCCC3)CC[C@H]21,5,0.4,1,0,0.1,1,0.0,-3
